From PubChem BioAssay
hcGAS inh: Primary biochemical luminescence assay for human cyclic GMP-AMP synthase inhibitors. Q8N884. recombinant h-cGAS, ATP depletion, Kinase-Glo luminescence. inhibition, % at 12.5 µM. 290,000 compounds, 0.081% hits. AID 1259398, 2018;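 further: 0% = vehicle reaction and 100% = reaction without DNA for no activity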
Target sequence (Q8N884 whole entry, looked up): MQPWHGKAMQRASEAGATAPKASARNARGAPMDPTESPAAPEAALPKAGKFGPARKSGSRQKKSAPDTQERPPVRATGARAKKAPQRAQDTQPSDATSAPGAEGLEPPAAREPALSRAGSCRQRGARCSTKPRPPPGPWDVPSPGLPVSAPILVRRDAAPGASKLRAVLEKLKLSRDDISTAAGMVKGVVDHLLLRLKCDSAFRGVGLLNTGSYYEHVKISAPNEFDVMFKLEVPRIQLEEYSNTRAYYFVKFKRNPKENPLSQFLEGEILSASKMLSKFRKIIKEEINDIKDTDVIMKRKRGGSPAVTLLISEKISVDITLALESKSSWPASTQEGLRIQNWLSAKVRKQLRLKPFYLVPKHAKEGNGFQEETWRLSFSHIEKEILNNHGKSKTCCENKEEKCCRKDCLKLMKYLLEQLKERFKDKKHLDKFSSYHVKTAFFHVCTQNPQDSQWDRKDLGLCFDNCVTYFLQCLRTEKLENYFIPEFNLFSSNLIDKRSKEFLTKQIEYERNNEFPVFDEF
NPYLR7 ag: agonists of mosquito NPYLR7 receptor, primary screen, cell-based, Aedes aegypti, calcium fluorescence, mosquito biting behavior. AID 1259423, 2018. HEK293T NPYLR7/Galpha15, GCaMP6s calcium fluorescence. activation, % at 10 µM. 270,000 compounds, 0.15% hits; in the data active means activation above about 40%;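 further: 0% = vehicle and 100% = reference agonist at the receptor; some compounds past the cut are filed as inactive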
mcGAS lum: cyclic GMP-AMP synthase inhibitors, mouse, primary biochemical chemiluminescence. Q8C6L5. recombinant cGAS, Kinase-Glo ATP depletion luminescence. inhibition, % at 12.5 µM. 160,000 compounds, 0.15% hits;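 further: 0% = negative control wells and 100% = reference inhibitor with no enzyme activity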
Starred values were filed as active, the others as inactive. Unless noted, no stated cut-off is given here; in the data, active means inhibition above about 40%; inactive means the rest.

Sample of the layout, 16 compounds:
CCCC(O)CN1CC(C)(C)CN(C(=O)c2ccccc2)CC1=O (stereo unspecified) was read as hcGAS inh 11, NPYLR7 ag -2 and mcGAS lum 4.
For C=CCN(Cc1cccn1Cc1cccc(C)c1)C(=O)/C=C/c1ccc([N+](=O)[O-])cc1 the results were hcGAS inh -8, NPYLR7 ag -2 and mcGAS lum -5.
For COc1ccccc1N1CCN(Cc2nc(NCc3ccc(C)o3)c3ccccc3n2)CC1 the results were hcGAS inh -12, NPYLR7 ag 17 and mcGAS lum -13.
Screening O=C(Nc1cccc(-c2ccn[nH]2)c1)c1ccc2c(c1)OCO2 returned hcGAS inh 0 and NPYLR7 ag -4.
Cc1c(C(=O)N2CCCC2(C)C(=O)NCC(C)C)oc2ccccc12 (stereo unspecified) was read as hcGAS inh -18, NPYLR7 ag 3 and mcGAS lum -7.
`Cc1c(C(=O)N(C)C(C)c2cccnc2)nnn1Cc1ccccc1` (stereo unspecified) gave hcGAS inh -9 and NPYLR7 ag 1.
Screening O=C(CCCN1CCC(O)(c2ccc(Br)cc2)CC1)c1ccc(F)cc1 returned hcGAS inh -5 and NPYLR7 ag -4.
For CC1CN(c2cc(Oc3cccc(Cl)c3)ncn2)CCN1C(=O)CSc1ccccc1 (stereo unspecified) the results were hcGAS inh -9, NPYLR7 ag 12 and mcGAS lum -6.
For CC(C)c1noc(C2CCCN2C(=O)c2cc(=O)c3ccccc3o2)n1 (stereo unspecified) the results were hcGAS inh -3, NPYLR7 ag 4 and mcGAS lum -19.
Screening CCOC(=O)c1cc(C(C)c2ccccc2)sc1NC(=O)CCSC (stereo unspecified) returned hcGAS inh -4, NPYLR7 ag 4 and mcGAS lum -6.
`Cc1[nH]c2ccc(CNC(=O)C(C)c3n[nH]c(=O)c4ccccc34)cc2c1C` (stereo unspecified) gave hcGAS inh -5 and mcGAS lum -12.
Screening COC(=O)[C@@H]1CCCN1C1CCN(c2ccc(C(=O)NCCN3CCOCC3)cc2)CC1 returned hcGAS inh -5 and NPYLR7 ag 4.
Screening Cc1ccc(C(=O)NCCc2cccc(F)c2)n1C returned hcGAS inh -5, NPYLR7 ag 2 and mcGAS lum -5.
CC(C)NC(=O)C1(C)CCN1Cc1ccc(F)c(F)c1 (stereo unspecified) was read as hcGAS inh -15 and NPYLR7 ag 3.
Screening O=C1c2ccccc2-c2c1cccc2C(=O)N1CC(=O)N2CCc3ccc(F)cc3C2C1 (stereo unspecified) returned hcGAS inh -9, NPYLR7 ag 0 and mcGAS lum -7.
COc1ccc2ccc(=O)oc2c1CC=C(C)C was read as hcGAS inh -3 and NPYLR7 ag -8.

All compounds of this part, repeating the preview:
CCCC(O)CN1CC(C)(C)CN(C(=O)c2ccccc2)CC1=O (stereo unspecified) was read as hcGAS inh 11, NPYLR7 ag -2 and mcGAS lum 4.
For C=CCN(Cc1cccn1Cc1cccc(C)c1)C(=O)/C=C/c1ccc([N+](=O)[O-])cc1 the results were hcGAS inh -8, NPYLR7 ag -2 and mcGAS lum -5.
For COc1ccccc1N1CCN(Cc2nc(NCc3ccc(C)o3)c3ccccc3n2)CC1 the results were hcGAS inh -12, NPYLR7 ag 17 and mcGAS lum -13.
Screening O=C(Nc1cccc(-c2ccn[nH]2)c1)c1ccc2c(c1)OCO2 returned hcGAS inh 0 and NPYLR7 ag -4.
Cc1c(C(=O)N2CCCC2(C)C(=O)NCC(C)C)oc2ccccc12 (stereo unspecified) was read as hcGAS inh -18, NPYLR7 ag 3 and mcGAS lum -7.
`Cc1c(C(=O)N(C)C(C)c2cccnc2)nnn1Cc1ccccc1` (stereo unspecified) gave hcGAS inh -9 and NPYLR7 ag 1.
Screening O=C(CCCN1CCC(O)(c2ccc(Br)cc2)CC1)c1ccc(F)cc1 returned hcGAS inh -5 and NPYLR7 ag -4.
For CC1CN(c2cc(Oc3cccc(Cl)c3)ncn2)CCN1C(=O)CSc1ccccc1 (stereo unspecified) the results were hcGAS inh -9, NPYLR7 ag 12 and mcGAS lum -6.
For CC(C)c1noc(C2CCCN2C(=O)c2cc(=O)c3ccccc3o2)n1 (stereo unspecified) the results were hcGAS inh -3, NPYLR7 ag 4 and mcGAS lum -19.
Screening CCOC(=O)c1cc(C(C)c2ccccc2)sc1NC(=O)CCSC (stereo unspecified) returned hcGAS inh -4, NPYLR7 ag 4 and mcGAS lum -6.
`Cc1[nH]c2ccc(CNC(=O)C(C)c3n[nH]c(=O)c4ccccc34)cc2c1C` (stereo unspecified) gave hcGAS inh -5 and mcGAS lum -12.
Screening COC(=O)[C@@H]1CCCN1C1CCN(c2ccc(C(=O)NCCN3CCOCC3)cc2)CC1 returned hcGAS inh -5 and NPYLR7 ag 4.
Screening Cc1ccc(C(=O)NCCc2cccc(F)c2)n1C returned hcGAS inh -5, NPYLR7 ag 2 and mcGAS lum -5.
CC(C)NC(=O)C1(C)CCN1Cc1ccc(F)c(F)c1 (stereo unspecified) was read as hcGAS inh -15 and NPYLR7 ag 3.
Screening O=C1c2ccccc2-c2c1cccc2C(=O)N1CC(=O)N2CCc3ccc(F)cc3C2C1 (stereo unspecified) returned hcGAS inh -9, NPYLR7 ag 0 and mcGAS lum -7.
COc1ccc2ccc(=O)oc2c1CC=C(C)C was read as hcGAS inh -3 and NPYLR7 ag -8.
Screening FC(F)(F)c1nnc(N2CCN(Cc3ccnc4ccccc34)CC2)s1 returned hcGAS inh -3, NPYLR7 ag 3 and mcGAS lum -7.
Cc1cc(=O)n2[nH]cc(-c3ccc(Cl)cc3)c2n1 was read as hcGAS inh -4, NPYLR7 ag 1 and mcGAS lum 34.
`NC(=O)Cn1nc(-c2ccc(F)cc2)ccc1=O` gave hcGAS inh -7 and NPYLR7 ag 9.
Cc1cc(C)nc(NC(CC(C)C)c2cccnc2)n1 (stereo unspecified) was read as hcGAS inh -9 and NPYLR7 ag 6.
COc1ccc(C(C)CCNC(=O)NC2CCCC2O)cc1 (stereo unspecified) was read as hcGAS inh -10 and NPYLR7 ag 4.
`Cn1c(CNC(c2ccc(F)cc2)C2CCC2)nnc1C1CC1` (stereo unspecified) gave hcGAS inh -15 and NPYLR7 ag 5.
Screening CCCc1c(C(=O)N2CCc3c([nH]c4ccc(OC)cc34)C2c2ccccc2OC)cnn1-c1ccccc1 (stereo unspecified) returned hcGAS inh -8, NPYLR7 ag 25 and mcGAS lum -9.
Screening COc1ccccc1OCCN1CCC(C(=O)NC(c2ccsc2)c2ccccc2C)CC1 (stereo unspecified) returned hcGAS inh -2, NPYLR7 ag -6 and mcGAS lum -2.
CC(C)NC(=O)NC(=O)COC(=O)c1ccc([N+](=O)[O-])o1 was read as hcGAS inh -8, NPYLR7 ag 15 and mcGAS lum -10.
Screening O=S(=O)(Nc1ccc(OC(F)F)c(Cl)c1)c1ccc(Cl)c(Cl)c1 returned hcGAS inh -3 and NPYLR7 ag -1.
For CC(Oc1cccc(-c2ccc(C(=O)N(C)C)cc2)c1)C(N)=O (stereo unspecified) the results were hcGAS inh -1 and NPYLR7 ag 6.
`Cc1c(F)cc(C(=O)O)cc1S(=O)(=O)Nc1ccccc1` gave hcGAS inh -10 and NPYLR7 ag 5.
CC(C)(C)OC(=O)NC1CCN(C(=O)c2ccc(-n3nc(-c4cccc(C(F)(F)F)c4)cc3N)cc2)C1 (stereo unspecified) was read as hcGAS inh -5, NPYLR7 ag -7 and mcGAS lum -4.
For Cc1cc(OCC2c3ccsc3CCN2C(=O)CN(C(=O)c2cccs2)C(C)(C)C)ccc1Cl (stereo unspecified) the results were hcGAS inh -7, NPYLR7 ag 13 and mcGAS lum -7.
Screening O=C(N1Cc2cnn(CCO)c2C1)C1(c2ccccc2)CC1 returned hcGAS inh 1 and NPYLR7 ag 1.
Screening Cc1cc(C)n(CCNC(=O)c2cccc(C#CC(C)(C)O)c2)c(=O)n1 returned hcGAS inh -4, NPYLR7 ag 22 and mcGAS lum -18.
`Cc1cccc(C)c1NC(=O)CN(C)C(=O)CSc1nncn1C1CC1` gave hcGAS inh -4 and NPYLR7 ag 4.
Cc1cc([N+](=O)[O-])ccc1N1C(=O)/C(=C\c2cccc(OCCO)c2)N(C)C1=S was read as hcGAS inh -4, NPYLR7 ag 27 and mcGAS lum -1.
For CC(=O)c1cccc(-n2c(=O)c3ccc(Cl)cc3n(CC(=O)NCCN3CCCC3)c2=O)c1 the results were hcGAS inh 2, NPYLR7 ag 20 and mcGAS lum -7.
COc1ccc(N2CCN(C(=O)c3cc(-c4ccccc4OC)n4nc(C(C)(C)C)cc4n3)CC2)cc1 was read as hcGAS inh -6, NPYLR7 ag 8 and mcGAS lum -6.
CCn1c(SCC(=O)N2CCCCC2)nnc1-c1cccn(C)c1=O was read as hcGAS inh -10 and NPYLR7 ag 2.
NCC1Cc2cc(-c3ccc(S(N)(=O)=O)s3)cc(Cl)c2O1 (stereo unspecified) was read as hcGAS inh -6 and NPYLR7 ag 6.
CCOC(=O)N1CCC(N2CCN(Cc3ccccc3F)C(CCO)C2)CC1 (stereo unspecified) was read as hcGAS inh 0 and NPYLR7 ag -4.
Screening c1cc2cc(C3=NCCN3)ccc2cc1C1=NCCN1 returned hcGAS inh -8 and NPYLR7 ag 11.
`O=C(Oc1ccccc1CCC(=O)N1CCN(CCCC(c2ccc(F)cc2)c2ccc(F)cc2)CC1)c1ccccc1` gave hcGAS inh -5, NPYLR7 ag -6 and mcGAS lum -3.
Screening COc1ccc(CN(Cc2nc3cc(C)ccc3o2)C(=O)c2ccc(F)c(F)c2)cc1 returned hcGAS inh 2, NPYLR7 ag 3 and mcGAS lum -3.
COCC(C)NC(=O)c1cc(Br)ccc1F (stereo unspecified) was read as hcGAS inh -5, NPYLR7 ag 0 and mcGAS lum -4.
Screening CC(=O)N1c2ccccc2N=C2CC(C)(C)CC(=O)C2C1c1cccn1C (stereo unspecified) returned hcGAS inh -6, NPYLR7 ag 4 and mcGAS lum -7.
CCC(C)N(Cc1nc(C(=O)NC(C)c2ccccc2)co1)Cc1cc(OC)ccc1OC (stereo unspecified) was read as hcGAS inh -1, NPYLR7 ag 12 and mcGAS lum -5.
Screening O=C(Cn1nnc(-c2ccccc2)n1)Nc1ccc(Br)cc1Br returned hcGAS inh -6 and NPYLR7 ag -4.
`CC(C)c1cc(C2CCCN2C(=O)c2ccc(NC(=O)C3CCC3)cc2)no1` (stereo unspecified) gave hcGAS inh -3, NPYLR7 ag -7 and mcGAS lum -15.
`Cn1ncc(N2CCOC(CCNC3CCC4(CCNCC4)CC3)C2)cc1=O` (stereo unspecified) gave hcGAS inh -7 and NPYLR7 ag 14.
Screening COCCN(CC(=O)N(Cc1ccco1)Cc1cccn1C)C(=O)c1ccc(C)c([N+](=O)[O-])c1 returned hcGAS inh -13 and mcGAS lum -5.
Screening Cc1cccc(C)c1OCC(=O)Nc1ccc(Cl)cc1C(=O)N(C)C1CCN(C)CC1 returned hcGAS inh 0 and NPYLR7 ag 8.
`CCCN(Cc1c(CC)nn(-c2ccc(F)cc2)c1N1CCN(C(C)C)CC1)C(=O)COCc1ccccc1` gave hcGAS inh 2, NPYLR7 ag 4 and mcGAS lum -2.
Screening O=C1CCC(CC(=O)N2Cc3cnn(Cc4ccc(F)cc4)c3C2)N1 (stereo unspecified) returned hcGAS inh -1 and NPYLR7 ag 1.
`CCCSc1nc2c(c(=O)[nH]1)C(c1ccc(Cl)cc1)C(C(=O)OCC)C(C)=N2` (stereo unspecified) gave hcGAS inh -4 and NPYLR7 ag -3.
Screening O[C@H]1CN(c2nnnn2-c2ccc(-c3ccccc3)cc2)C[C@@H]1N1CCOCC1 returned hcGAS inh -5 and NPYLR7 ag 7.
For CC(C)c1ccc(CNC(=O)CCn2cnc3c([nH]c4ccc(F)cc43)c2=O)cc1 the results were hcGAS inh -7 and mcGAS lum -10.
CCNC(=S)N1CCC(C(NC(=O)c2ccccc2Cl)C(=O)NCCOC)CC1 (stereo unspecified) was read as hcGAS inh -5, NPYLR7 ag -2 and mcGAS lum -4.
Cc1ccc(Sc2ccc(NC(=O)C3=COCCO3)cc2)cc1C was read as hcGAS inh -17 and NPYLR7 ag 0.
Cn1nnc2c(=S)nc[nH]c21 was read as hcGAS inh -12 and NPYLR7 ag -2.
COC(=O)c1ccc(NC(=O)CCc2ccncc2)cc1C was read as hcGAS inh -7 and NPYLR7 ag 4.
For COc1cc(NC(=O)c2cc(=O)c(OC)cn2C)cc(OC)c1OC the results were hcGAS inh -12 and NPYLR7 ag 3.
`Cc1noc(C)c1C(=O)N1CCN(C(C)c2ccccc2)CC1` (stereo unspecified) gave hcGAS inh -4, NPYLR7 ag -14 and mcGAS lum 0.
Cc1ccc(C(=O)N2CCC3(CC2)C(=O)N(CC(=O)NCc2ccc4c(c2)OCO4)CN3c2ccccc2)cc1[N+](=O)[O-] was read as hcGAS inh -5 and mcGAS lum -5.
`O=C1C2C3C=CC(C3)C2C(=O)N1c1ccc(F)cc1` (stereo unspecified) gave hcGAS inh 3, NPYLR7 ag -9 and mcGAS lum 0.
`O=C(c1scc2c1CCCC2)N1CCCC1` gave hcGAS inh -6 and NPYLR7 ag -2.
Screening CCCn1c(N)c(C(=O)CSc2nnnn2C)c(=O)[nH]c1=O returned hcGAS inh -3 and NPYLR7 ag 1.
Screening O=C(CCc1nc2ccccc2o1)NC1CCCCC1 returned hcGAS inh -12, NPYLR7 ag 3 and mcGAS lum -10.
Screening N#Cc1nnn(-c2nc(N3CCCC3)nc(N3CCCC3)n2)c1N returned hcGAS inh -7 and NPYLR7 ag -2.
For CSc1ncc(CNCc2sccc2C)c(N2CCN(C)CC2)n1 the results were hcGAS inh -4, NPYLR7 ag 2 and mcGAS lum -6.
`CC1CCCC(N2CNc3nc4ccccc4n3C2)C1C` (stereo unspecified) gave hcGAS inh -1 and NPYLR7 ag 5.
